SDO1 yeast rescue: sdo1-depleted yeast growth rescue. hit rate 0.21% among 140,000. AID 817. z-score at 10 µM. S. cerevisiae sdo1-depleted JHY4D growth rescue, OD600 30 h; active compounds read high; pdr5 snq2 efflux-pump mutant strain;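 active means z-score above 3 at both the 24 hr and the 30 hr optical density reads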;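 further: z-score against mean and SD of all compound wells on the same plate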
INS promoter inh: TRM-6 insulin promoter activity inhibition. hit rate 0.9% among 130,000. inhibition, % at 2 µM. TRM-6 cells (human fetal islet line), insulin promoter-eGFP reporter, imaging; reporter expression induced with tamoxifen;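 active means inhibition above the mean plus 3 SD, with well images judged a real hit on visual review, cut at about 60% in these data, passing the limit was not always enough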
SDO1 yeast rescue Rescue 24 h: further read-out of SDO1 yeast rescue, marked with its call; z-score; S. cerevisiae sdo1-depleted JHY4D growth rescue, OD600; measured here: growth rescue at 24 h;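 0 is the plate mean of compound wells and units are plate SD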
An asterisk follows results filed as active; . = no result given. This is a subset (hit frequency here may not be typical).

Order of values – SDO1 yeast rescue, SDO1 yeast rescue Rescue 24 h, INS promoter inh
1) O=C(Nc1ccc(F)c(F)c1)c1ccccc1-c1ccccc1
  -0.83, -1.1, .
2) Cc1ccc2nc(-c3ccc(NC(=O)COC(=O)c4cncc(Br)c4)cc3)sc2c1
  -0.6, 0.44, .
3) O=C(O)c1ccc(Cn2c(SCc3cc(=O)n4cc(Br)ccc4n3)nc3ccsc3c2=O)cc1
  ., ., 18
4) O=C(NCc1ccco1)/C(=C\c1cccs1)NC(=O)c1cccs1
  ., ., -15
5) COc1ccc(OCCN2C(=O)NC(C)(c3ccc(C)cc3)C2=O)cc1 (configuration not stated)
  0.84, 1.2, 1
6) O=C(NCc1cccs1)c1nc(-c2cccs2)no1
  ., ., 33
7) Cc1ccccc1NC(=S)NCCc1c[nH]c2ccccc12
  -1.7, -1.4, 39
8) COc1ccc(CCNC(=O)CCCOc2ccc(C)cc2)cc1OC
  0.26, -0.46, .
9) CC(C(O)c1ccc(O)cc1)N1CCC(Cc2ccccc2)CC1 (configuration not stated)
  ., ., -40
10) CC(NC(=O)OC1CCCCC1)N1C(=O)C2C3C=CC(C3)C2C1=O (configuration not stated)
  -0.52, -0.65, 54
11) CCOC(=O)C1CCCN(C(=O)COC(=O)C2=COCCO2)C1 (configuration not stated)
  0.87, 0.16, 20
12) O=C(Cc1ccc(Cl)cc1)Nc1nc2ccccc2[nH]1
  -0.64, -0.61, -24
13) COc1cccc(CN(C(=O)Cc2c[nH]c3ccccc23)C(C(=O)NC2CCCCC2)c2cccs2)c1 (configuration not stated)
  -1, -0.81, -50
14) Cc1cccc2cc(CN(Cc3cccs3)C3(c4nnnn4C4CCCC4)CCCC3)c(=O)[nH]c12
  -1.1, -0.81, .
15) O=P(O)(CCc1ccccc1)CN1CCCCC1
  0.68, 0.2, 18
16) COc1cccc(C(=O)N/N=C(\CC(C)C)c2ccccc2)c1
  -0.24, -0.47, 34
17) CSc1ccc(CN(C)CC(=O)Nc2ccccc2Br)cc1
  -0.25, 0.7, -2
18) CCOC(=O)Cc1csc(NC(=O)c2csc(C)c2)n1
  -0.4, -0.39, 50
19) CCOC(=O)C1CCCN(C(=O)Cc2c(F)cccc2Cl)C1 (configuration not stated)
  0.53, 0.29, -71
20) COc1ccc(N(CC(=O)Nc2ccccc2C)S(=O)(=O)c2ccccc2[N+](=O)[O-])c(OC)c1
  ., ., -18
21) COc1ccc(NC(=O)/C(=C\c2cccs2)NC(=O)c2ccco2)cc1
  ., ., -21
22) Brc1c(CSc2nnc(-c3ccco3)o2)nc2ccccn12
  1.2, 1.3, .
23) C/C(=C\C(=O)c1ccc(F)cc1)Nc1ccc(N2CCOCC2)cc1
  -0.5, -0.38, -9
24) c1ccc(-c2nc3ccccc3[nH]2)nc1
  -0.04, 1, 44
25) O=C(NCCN1CCN(C(=O)C(c2ccccc2)c2ccccc2)CC1)C(=O)Nc1ccccc1
  0.1, 0.49, 38
26) COc1ccc(/C=C(/NC(=O)c2cccs2)C(=O)Nc2ccc(C)cc2)cc1OC
  0.26, -0.05, 31
27) Cc1cc(NC(=O)c2cccc(S(=O)(=O)N3CC(c4ccccc4)CC3=O)c2)no1 (configuration not stated)
  0.05, 0.12, .
28) Cc1cccc(NC(=S)NCC(c2cccnc2)N2CCOCC2)c1 (configuration not stated)
  0.53, -0.13, .
29) Cc1ccc2nc(-c3ccc(NC(=S)NCCC(C)C)cc3)sc2c1
  ., ., -30
30) CCN(CC)S(=O)(=O)c1ccc(/C=C/C(=O)OCC(=O)N(C)C)cc1
  ., ., 33
31) COc1ccc(OC)c(C2Nc3nc4ccccc4n3C(C)=C2C(=O)Nc2ccc(C)cc2C)c1 (configuration not stated)
  0.64, 1.6, 21
32) O=C(c1cc2c(s1)-c1ccccc1OC2)N1CCCC1
  -0.89, -0.22, .
33) O=C(OCc1c(F)cccc1Cl)c1cnccn1
  0.01, -0.5, 43
34) COc1ccc(N(C)S(=O)(=O)c2c(C)[nH]c(=O)[nH]c2=O)cc1
  0.73, 0.5, .
35) N=C1c2ccccc2CN1NC(=O)c1cccc(S(=O)(=O)N2CCCC2)c1
  0.09, -0.6, .
36) Cc1ccc(NC(=S)N/N=C/c2ccc(OCCC(C)C)cc2)c(C)c1
  -1.2, -0.38, .
37) COc1ccc(Nc2ncnc3c2oc2ccccc23)cc1
  0.07, 0.12, -19
38) CCN(CC(=O)Nc1ccc2c(c1)OCCO2)C(=O)CC1CCCC1
  0.55, 0.12, -11
39) Cc1ccc(C(=O)CC2(O)C(=O)N(CN3CCOCC3)c3ccccc32)cc1 (configuration not stated)
  0.98, 1, 21
40) CCOc1ccc(C2N(c3ccc(Cl)cc3)C(=O)C3CCCN32)cc1OC (configuration not stated)
  0.94, 0.9, .
41) CCCn1c(N2CCN(CC(=O)c3c[nH]c4ccccc34)CC2)nc2c1c(=O)[nH]c(=O)n2C
  0.86, 2.3, -62
42) Cc1cc(C)c(C)c(Cn2c(CO)nc3ccccc32)c1C
  -1.5, -0.44, 6
43) CCOC(=O)C1=C(C)C(c2ccccc2)NC(=S)N1 (configuration not stated)
  -0.34, -0.47, .
44) CC(C)N(Cc1cc2ccccc2[nH]c1=O)C(=O)C(C)(C)C
  0.66, 0.65, -10
45) COC(=O)c1cc(-c2c(C)nn(-c3ccccc3)c2C)n[nH]1
  0.01, -0.76, 46
46) O=C(O)CCC(=O)NNc1ccccc1[N+](=O)[O-]
  0.92, 0.12, -33
47) COc1ccc(CN2CC(C(=O)NCCC3=CCCCC3)CC2=O)cc1 (configuration not stated)
  1.1, 1.1, -3
48) COC12NC(=O)N(C)C1(OC)C(=O)N(C)C(=O)N2C (configuration not stated)
  2.3, 1.8, 27
49) Cc1ccc(NC(=O)c2ccco2)c(NC(=O)c2cccs2)c1
  0.77, 0.94, -38
50) CCN(CC)C(=O)N1c2ccccc2C=Cc2ccccc21
  -0.35, -0.64, -31

Sorted by value in INS promoter inh (high to low): seven of the compounds above.
entry	molecule	SDO1 yeast rescue	SDO1 yeast rescue Rescue 24 h	INS promoter inh
48	COC12NC(=O)N(C)C1(OC)C(=O)N(C)C(=O)N2C (configuration not stated)	2.3	1.8	27
42	Cc1cc(C)c(C)c(Cn2c(CO)nc3ccccc32)c1C	-1.5	-0.44	6
47	COc1ccc(CN2CC(C(=O)NCCC3=CCCCC3)CC2=O)cc1 (configuration not stated)	1.1	1.1	-3
50	CCN(CC)C(=O)N1c2ccccc2C=Cc2ccccc21	-0.35	-0.64	-31
46	O=C(O)CCC(=O)NNc1ccccc1[N+](=O)[O-]	0.92	0.12	-33
49	Cc1ccc(NC(=O)c2ccco2)c(NC(=O)c2cccs2)c1	0.77	0.94	-38
41	CCCn1c(N2CCN(CC(=O)c3c[nH]c4ccccc34)CC2)nc2c1c(=O)[nH]c(=O)n2C	0.86	2.3	-62

(further entries)
Order of values – SDO1 yeast rescue, SDO1 yeast rescue Rescue 24 h, INS promoter inh
51) Cc1c(-c2ccc(F)cc2)nc(N)c(C#N)c1-c1cccs1
  -0.83, 0.97, -3
52) CCCSc1nc2c(c(=O)[nH]c(=O)n2C)n1Cc1ccc(C)cc1
  0.66, 2.5, .
53) CCOc1cccc(-c2nn3c(-c4ccco4)nnc3s2)c1
  -0.91, -0.42, -54
54) CCOC(=O)c1csc(NC(=O)c2ccc(S(=O)(=O)N(C)C)cc2)n1
  -0.14, 0.52, .
55) COC(=O)c1ccc(C(=O)OCCCc2nc3ccc(N)cc3[nH]2)cc1
  1.4, 0.38, -53
56) CN(C)C(=O)c1nc(C#N)c(N(C)C)o1
  0.03, -0.34, 11
57) COc1ccccc1N1CCN(c2cc(=O)n(-c3ccc(Br)cc3)c(=O)[nH]2)CC1
  -1.1, -1.3, 0
58) COc1ccc(C(=O)NCCSCc2ccco2)cc1OC
  1.9, 2.2, -15
59) Cc1cccc(NC(=S)NCc2cccs2)c1C
  0.05, 0.18, 24
60) O=C1CC(C(=O)N2CCN(c3ccc(F)cc3)CC2)CN1CCc1ccccc1 (configuration not stated)
  0.42, 0.67, .
61) O=C(NC(C(=O)c1ccccc1)n1c(=O)cc[nH]c1=S)c1ccccc1 (configuration not stated)
  -0.41, -0.09, 24
62) C/C(=C\C(=O)c1ccc(Br)cc1)N1CCCCC1
  -0.06, -0.12, 14
63) CCCCOc1cccc(-c2nnc(NC(=O)CSc3ccc(C)cc3)s2)c1
  -1.1, -0.55, .
64) CC(C)(C)N1C(=O)Cc2c1nc(N)c1c(N)nc(N3CCCCC3CO)c(C#N)c21 (configuration not stated)
  1.3, 0.57, 27
65) O=C(NC1CCCCC1)N1CCC(n2cnc3ccccc32)CC1
  0.38, 0.24, .
66) CN(C)CCOC(=O)Cc1ccc(Cl)cc1
  -0.47, -0.73, -9
67) Cc1cccc(N2C(N)=C(C#N)C(C#N)(C#N)C2c2ccccc2)c1 (configuration not stated)
  -1, -0.65, .
68) Cn1cnnc1SCC(=O)NC(=O)NC1CCCC1
  1.2, 0.58, -19
69) COc1ccc(N(C(=O)/C=C/c2ccc(OC)c(OC)c2)C2=CC3CCC(C2)N3C)cc1 (configuration not stated)
  ., ., 14
70) Cc1cc(C(=O)CSc2nnnn2-c2ccccc2)c(C)n1-c1ccc2c(c1)OCO2
  -0.71, -0.65, 16

Screen by screen, as entered above.
Nos. 14 to 25 in SDO1 yeast rescue, in turn: -1.1, 0.68, -0.24, -0.25, -0.4, 0.53, ., ., 1.2, -0.5, -0.04, 0.1
Nos. 14 to 25 in INS promoter inh, in turn: ., 18, 34, -2, 50, -71, -18, -21, ., -9, 44, 38
Nos. 14 to 25 in SDO1 yeast rescue Rescue 24 h, in turn: -0.81, 0.2, -0.47, 0.7, -0.39, 0.29, ., ., 1.3, -0.38, 1, 0.49

Additional structures follow.
Order of values – SDO1 yeast rescue, SDO1 yeast rescue Rescue 24 h, INS promoter inh
71) Cc1ccc(-c2ccc(SCC(=O)NCC3CCCO3)nn2)cc1 (configuration not stated)
  ., ., 50
72) O=C(NCCCO)/C(=C/c1ccco1)NC(=O)c1ccc(Br)o1
  0.79, 0.13, 27
73) COc1cc2c(cc1C=O)OC(C)C2 (configuration not stated)
  ., ., 21
74) COc1ccc(/C=N/NC(=O)c2ccc3c(c2)OCCO3)cc1[N+](=O)[O-]
  -0.8, -0.29, .
75) Cc1ccc(C(C(=O)NCc2ccco2)N(C(=O)CNC(=O)c2cccs2)c2c(C)cc(C)cc2C)cc1 (configuration not stated)
  -0.99, 0.88, 46
76) O=C(NCc1ccccn1)c1cnc2sccn2c1=O
  1.1, -0.2, .
77) CC(C)C(=O)NC(c1ccco1)c1c(O)ccc2ccccc12 (configuration not stated)
  -0.01, -0.11, 17
78) CCc1nnc(NC(=O)C2CCN(c3nc(C)cc(C)n3)CC2)s1
  0.28, 0.28, 14
79) O=C(NC1CC1)c1c[nH]c2ccc(S(=O)(=O)Nc3cccc(C(F)(F)F)c3)cc2c1=O
  0.84, 1.5, .
80) CNC(=O)COc1ncnc2sccc12
  -0.43, -0.81, .
81) Cc1cc(C)c(C)c(OCC(=O)NCc2nc(-c3ccccc3)no2)c1
  -0.88, -0.71, -45
82) CCn1c(Cc2ccccc2)nnc1SCC(=O)Nc1ccc(N)cc1
  -0.79, -0.82, .
83) CC(/C=N/NC(=O)c1cc(-c2ccccc2)nc2ccccc12)=C\c1ccco1
  -0.99, -0.53, 24
84) COc1ccccc1NC(=O)N1CCN(c2ccccc2F)CC1
  1.4, 1.2, 14
85) COc1ccc2c(c1)NC1(O)c3ccccc3C(=O)C21O (configuration not stated)
  0.08, 0.44, 36
86) COc1ccc(Br)cc1-c1noc(-c2ccncc2)n1
  -0.19, 1, -51
87) Cc1cccc(-c2nnc(NC(=O)c3cccs3)s2)c1
  -0.85, 0.48, -2
88) C=CCn1cc(C(=O)OC)c(=O)c2cc(S(=O)(=O)N3CCCCCC3)ccc21
  ., ., -78
89) C[C@H](NC(=O)OC(C)(C)C)c1nnc(SCC(=O)Nc2ccc(Br)cc2)o1
  -0.54, -0.8, 23
90) Cc1cc(/C=N/NC(=O)c2nn(C)cc2Cl)c(C)n1-c1cccc(Br)c1
  -0.38, -0.45, 6
91) Nc1nonc1-n1nnc(C(=O)c2ccccc2)c1-c1ccccc1
  -0.55, -0.15, -19
92) CCN1C/C(=C\c2cccc(C)c2)c2nc3ccccc3c(C(=O)O)c2C1
  0.81, 0.24, 0
93) O=C1NN(c2ccccc2)C(=O)/C1=C/c1cccs1
  0.73, 0.38, .
94) CN(c1ccc(OCC(=O)OCC(=O)Nc2ccc(F)cc2)cc1)S(=O)(=O)c1ccc(Cl)cc1
  0.41, 0.08, .
95) COc1ccc(NC(=O)c2ccc(C)cc2)c(OC)c1
  0.93, 0.19, -12
96) Cc1c(C(=S)Nc2ccccc2)cnn1-c1ccccc1
  -1.1, -0.92, .
97) COC(=O)C1(C)NC(c2ccco2)C2C(=O)N(c3ccc(C)cc3)C(=O)C21 (configuration not stated)
  1.7, 1.8, 8
98) C/C(=N\N=C(/N)SC1CC(=O)N(c2ccccc2)C1=O)c1cccs1 (configuration not stated)
  0.59, -0.06, .
99) COC(=O)c1ccc(OC(=O)C2CC(=O)N(c3cccc(C)c3)C2)cc1 (configuration not stated)
  -0.27, -0.44, 20

Screening data: PubChem, several laboratories
